# AID2073 = inhibitors of Mint1-CaV2.2 protein interaction, biochemical, HTRF (AID 2073); 0.19% of 290,000 active; HTRF protein-protein interaction, Mint1-CaV2.2; higher % means a stronger effect; one-dose inhibition, % at 20 µM; IC50 in µM for titrated hits; in the data active = inhibition mostly above about 51%, no sharp cut-off; inconclusive = no clear call, values can overlap the other calls; inactive = mostly below about 53%; also: some results filed as inactive read as strong as hits
# HIV fusion peptide = inhibitors of HIV fusion peptide binding, primary screen, biochemical, uHTS, fluorescence dequenching (AID 1986) | one-dose inhibition, % at 20 µM; IC50 in µM for titrated hits | cell-free peptide binding, fluorescence dequenching, 30 min; higher % means a stronger effect | 0.3% of 290,000 active; in the data active = inhibition mostly above about 52%, no sharp cut-off; inactive = mostly below about 76%; also: some results filed as inactive read as strong as hits
# GPR55 activation = selective activators of receptor GPR55 – imaging, U2OS cells, beta-arrestin-GFP redistribution, primary screen (AID 1961); U2OS GPR55 beta-arrestin-GFP redistribution imaging; higher % means a stronger effect; one-dose activation, % at 10 µM; EC50 in µM for titrated hits; 0.048% of 290,000 active;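 active = activation above 40% with more than 50 cells counted in the well; inconclusive = wells holding fewer than 50 cells, flagged as toxic or sparse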;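 also: U2OS osteosarcoma cells stably expressing GPR55 and beta-arrestin-GFP; plate controls were DMSO negative control for no effect and LPI positive control for full effect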
# SIAH1 antagonists = Siah-1 peptide-binding antagonists, primary screen, biochemical, fluorescence polarization, rhodamine-plectin, uHTS (AID 1817) | Siah-1 / rhodamine-plectin peptide fluorescence polarization; higher % means a stronger effect | displacement, % at 20 µM, or IC50 in µM where a hit was titrated | 0.02% of 290,000 active;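 active = displacement of at least 50% at 20 µM, with a fluorescence ratio check between 0.3 and a set limit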;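 also: plate controls were Siah plus tracer with DMSO for no effect and tracer alone without Siah for full effect; strong numbers were not always called active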
# NS5 inhibitors = Dengue-2 NS5 methyltransferase inhibitors, primary screen, biochemical, confirmation dose response (AID 588689); one-dose inhibition, % at 25 µM; IC50 in µM for titrated hits; Dengue-2 NS5 methyltransferase capping enzyme assay, biochemical; higher % means a stronger effect; 0.3% of 340,000 active; in the data active = a potency from the dose series; inconclusive = inhibition above about 29% without an active follow-up result
# K1F lysis inhibition = inhibition of K1F phage lysis, E. coli UTI89, bacterial capsule biogenesis inhibitors, alamar blue (AID 488966); 0.02% of 340,000 active; E. coli UTI89 K1F phage lysis, alamar blue, 2 h; higher % means a stronger effect; inhibition, % at 100 µM; hits with a dose series show IC50 in µM;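 active = phage lysis inhibition, versus mean bacterial control, above a set limit; inconclusive = no clear call, values can overlap the other calls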;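 also: capsule biogenesis inhibitors block K1F phage lysis so surviving cells raise fluorescence; higher fluorescence means more inhibition of phage lysis; actives were called in the ten point dose series up to 300 µM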
# NTR1 agonist = agonists of NTR1, primary screen, imaging, U2OS cells, beta-arrestin-GFP, high content (AID 493036); NTR1-U2OS beta-arrestin-GFP spot imaging, agonist mode; activation, % at 20 µM; 0.17% of 330,000 active;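 active = activation at or above 40% of the spot to cytoplasm intensity ratio, with at least 20 cells analyzed; inconclusive = wells under 20 cells, flagged as cytotoxic or low count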;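 also: 0% = DMSO without peptide and 100% = 100 nM NTR1 peptide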
# Target sequence (P30989 whole entry, looked up): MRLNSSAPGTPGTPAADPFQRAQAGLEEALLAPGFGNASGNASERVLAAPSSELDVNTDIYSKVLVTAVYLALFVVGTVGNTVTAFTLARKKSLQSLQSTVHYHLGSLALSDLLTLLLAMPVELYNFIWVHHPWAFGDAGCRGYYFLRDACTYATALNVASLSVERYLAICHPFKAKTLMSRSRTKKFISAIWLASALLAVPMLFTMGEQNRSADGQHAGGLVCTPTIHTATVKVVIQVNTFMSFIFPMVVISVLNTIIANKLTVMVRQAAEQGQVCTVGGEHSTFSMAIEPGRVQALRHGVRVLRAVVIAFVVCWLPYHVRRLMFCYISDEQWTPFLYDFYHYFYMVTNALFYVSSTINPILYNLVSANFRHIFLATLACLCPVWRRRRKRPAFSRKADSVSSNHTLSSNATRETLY
# GPR55 LPI antagonism = GPR55 antagonists blocking LPI-driven arrestin recruitment, primary screen, imaging, U2OS, beta-arrestin-GFP, LPI agonist (AID 2013); 0.13% of 290,000 active; U2OS GPR55 beta-arrestin-GFP translocation imaging, LPI antagonism; higher % means a stronger effect; one-dose inhibition, % at 10 µM; IC50 in µM for titrated hits;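 active = spots per cell inhibited over 60%, with over 100 cells counted and total cytoplasm intensity under 500,000; inconclusive = wells with under 100 cells, flagged as likely toxic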;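 also: U2OS cells stably carrying GPR55 and arrestin-GFP stimulated by 5 µM LPI near EC80; imaged beta-arrestin-GFP aggregate spots per cell after agonist stimulation; plate controls were LPI-stimulated DMSO wells for no effect and DMSO wells without LPI for full effect; some results filed as inactive read as strong as hits; confirmed hits need IC50 under 10 µM and bright autofluorescent wells are also inconclusive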
# GPR35 antagonists = GPR35 antagonists blocking zaprinast-driven arrestin recruitment, primary screen, imaging, U2OS, beta-arrestin-GFP, zaprinast agonist (AID 2058); U2OS GPR35 beta-arrestin-GFP translocation imaging, zaprinast antagonism; higher % means a stronger effect; inhibition, % at 10 µM, or IC50 in µM where a hit was titrated; 0.052% of 290,000 active;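 active = inhibition of at least 50% with at least 30 cells and total cytoplasm GFP at most 10,000,000; inconclusive = under 30 cells or total GFP of 10,000,000 plus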
# NTR1 agonist cell count 20 µM = further read-out of NTR1 agonist, marked with its call; cell count; measured here: cell count, cytotoxicity flag
# NS5 inhibitors pilot replicate = further read-out of NS5 inhibitors, marked with its call; inhibition, %; measured here: pilot screen replicate inhibition
# * = called active by the depositor; ? = inconclusive; · = no result given; [ ] = remark or other dose.
SMILES,AID2073,HIV fusion peptide,GPR55 activation,SIAH1 antagonists,NS5 inhibitors,K1F lysis inhibition,NTR1 agonist,NTR1 agonist cell count 20 µM,GPR55 LPI antagonism,GPR35 antagonists,others
CCOC(=O)C1=C(c2ccccc2)OC(N)=C(C#N)C1c1ccco1 (stereo unspecified),-2%,-0.6%,-1.0%,-1%,-6%,-0.5%,3.2,60,9%,6%,
O=C(O)c1ccc(S(=O)(=O)N2CCSCC2)cc1,9%,-1.2%,0.3%,-6%,-9%,0.1%,2.0,67,-15%,0%,
C/C(=N/OCC(=O)Nc1ccccc1)c1cccs1,0%,-1.5%,-0.1%,2%,-7%,1.8%,-1.4,65,-2%,-4%,
C[C@@H]1CN(C2CCN(Cc3nc(C(c4ccccc4)c4ccccc4)no3)CC2)C[C@H](C)O1,-8%,-0.9%,0.3%,11%,·,0.0%,-0.7,48,-1%,9%,
CCCCOc1c(Br)cc(CNCCCN2CCOCC2)cc1OC,17%,-1.7%,-0.2%,2%,-3%,1.4%,-1.6,67,-3%,12%,
O=C(O)COc1ccc(-c2nccc(-c3ccccn3)n2)cc1,8%,-1.7%,-0.5%,-1%,-3%,0.3%,-2.0,26,11%,-2%,
C=CCOC(=O)Cn1cnc2c(sc3nc(C)cc(C)c32)c1=O,10%,-2.1%,0.3%,-4%,-10%,0.0%,0.2,39,-6%,17%,
Cn1cc(S(=O)(=O)N2CCOCC2)cc1C(=O)Nc1cccc(Cl)c1,-3%,-1.0%,-0.1%,-2%,1%,3.3%,-2.1,50,-8%,-6%,
Cn1cc(/C=N/NC(=O)c2ccc(C#N)cc2F)c2ccccc21,8%,-2.2%,0.4%,1%,·,-0.3%,0.2,89,9%,-18%,
COc1ccc(OC)c(NC(=O)Cn2cc(C#N)c3ccccc32)c1,0%,-2.8%,-0.1%,-7%,0%,-1.1%,-0.5,62,11%,15%,
Cc1ccc(O)c(C(CC(=O)NC(C)C)c2ccccc2)c1 (stereo unspecified),2%,-0.5%,-0.1%,7%,-10%,-0.4%,0.5,38,2%,2%,
CC1CCN(CC(=O)c2cccs2)CC1,-1%,-1.7%,0.1%,-2%,-4%,1.5%,-1.3,45,7%,-5%,
COc1ccc(S(=O)(=O)NNC(=O)c2cc3cc4ccccc4nc3s2)cc1,1%,2.4%,-0.1%,0%,2%,0.3%,-0.2,81,-6%,-7%,
CCCCC(=O)NCCc1ccc(OC)cc1,9%,0.7%,-0.1%,3%,3%,-0.7%,-5.4,71,14%,7%,
O=[N+]([O-])c1ccc(-c2cn3c(n2)CCC3)cc1,3%,-1.4%,-0.1%,9%,0%,-0.6%,2.1,45,8%,4%,
O=C(O)c1ccc(Nc2nc(-c3cccnc3)cs2)cc1O,1%,4.8%,0.3%,-7%,2%,-0.2%,1.2,50,6%,13%,
Cn1ccnc1SCC(=O)Nc1ccc2c(c1)COC2=O,-5%,0.1%,0.3%,-5%,4%,0.1%,-0.6,57,-4%,-4%,
O=C(CN1CCN(Cc2ccccc2)CC1)Nc1ccc(Cl)cc1,-4%,-0.5%,-0.1%,-3%,-4%,0.1%,-1.1,99,2%,9%,
COc1ccc(OC)c(NC(=O)C(=O)NNC(=O)c2cccs2)c1,1%,-3.3%,-0.1%,6%,-6%,0.2%,-1.7,82,0%,16%,
Cc1onc(-c2ccccc2)c1C(=O)Nc1ccc(S(=O)(=O)N2CCCCC2)cc1,-2%,-0.1%,-0.1%,5%,-6%,4.8%,-2.7,62,9%,-16%,
CC(C)c1nnc(NC(=O)c2nc(S(=O)(=O)Cc3ccccc3)ncc2Cl)s1,0%,0.3%,-0.1%,-5%,>100µM*,0.0%,0.8,56,10%,-2%,
N#Cc1c[nH]n2c(=O)c3c(nc12)CCC3,0%,0.7%,-0.1%,-2%,-6%,0.0%,1.3,40,9%,-2%,
O=c1nc2ccccn2c2ccc(S(=O)(=O)N3CCCCC3)cc12,34%,-1.0%,-0.1%,3%,-4%,0.4%,2.6,39,-2%,17%,
Nc1nsc2ccccc12,4%,2.9%,0.2%,-5%,16%,0.2%,0.0,52,9%,5%,
NC1=NC(=Nc2ccc(Cl)cc2)c2ccccc21,3%,1.7%,-0.4%,-4%,1%,-0.1%,0.2,75,-1%,-16%,
Cc1ccc(CO/N=C/c2c(O)cc(C)oc2=O)cc1,-6%,1.4%,-0.3%,1%,-2%,1.8%,0.1,38,-5%,-3%,
Cc1ccccc1CC1(CO)CCCN(C(=O)c2ccccc2N(C)C)C1 (stereo unspecified),3%,-0.2%,0.2%,8%,-3%,0.9%,3.1,75,-1%,3%,
O=C(CN1C(=O)S/C(=C\c2cccs2)C1=O)Nc1ccc(O)cc1C(=O)O,-8%,42%,0.3%,-1%,14%,-0.4%,2.3,31,4%,6%,
COc1ccccc1CC(=O)N1CCCC(CCC(=O)NCc2ccccc2F)C1 (stereo unspecified),15%,-2.1%,0.3%,2%,1%,0.1%,0.9,55,-12%,-5%,
COc1cc(NC(=O)C2CC(c3cccc(OC)c3OC)=NO2)cc(OC)c1OC (stereo unspecified),-21%,-0.1%,-0.1%,3%,-2%,8.4%,0.0,65,-16%,7%,
COc1cccc(/C=N/NC(=O)CCc2n[nH]c(=O)[nH]c2=O)c1O,6%,2.8%,0.5%,-7%,-3%,6.4%,-1.1,55,-6%,8%,
CC(C)Oc1ccc(CNCCC2(C(C)C)CCOC(C)(C)C2)cc1 (stereo unspecified),2%,1.1%,-0.1%,0%,-4%,-0.2%,-5.0,95,24%,6%,
CN(c1ccc(C(=O)NCc2ccncc2)cc1)S(C)(=O)=O,1%,1.6%,-0.1%,-1%,2%,0.8%,2.2,71,3%,5%,
CC(C)[C@@H](C(=O)N[C@@H](C(=O)O)c1ccccc1)N1C(=O)N2CCc3c([nH]c4ccccc34)[C@@]2(C)C1=O,9%,5.0%,-0.1%,1%,-4%,1.7%,-1.0,97,-10%,9%,
Cc1cc(C(F)F)n2nc(C(=O)O)nc2n1,-2%,0.0%,-0.2%,5%,3%,0.8%,-1.6,99,-1%,-8%,
COCCNC(=S)Nc1ccccn1,-16%,-0.4%,-0.1%,-2%,-17%,-0.1%,0.4,54,-1%,-1%,
COc1ccc2[nH]c(C)c(CCN(Cc3cccs3)C(=S)Nc3ccccc3)c2c1,-3%,110%,-0.3%,9%,?,0.3%,1.1,44,15%,-11%,
CSc1nc2cc(S(=O)(=O)N3CCOCC3)ccc2s1,2%,-0.4%,-0.2%,0%,-8%,2.6%,0.6,63,-10%,5%,
COc1ccc(N(C)C(=O)Cc2c(C(=O)O)[nH]c3ccccc23)c(OC)c1,2%,5.9%,0.2%,3%,·,0.1%,-0.1,93,6%,2%,
Cn1nnnc1SCCNCc1ccccc1OCc1ccc(Cl)cc1,-10%,-2.6%,0.0%,-8%,-1%,0.0%,-0.4,76,13%,0%,
Cc1ccc(N(CC(O)Cn2c3ccccc3c3ccccc32)S(C)(=O)=O)c(C)c1 (stereo unspecified),18%,-2.0%,0.2%,1%,1%,-0.4%,18,90,-6%,14%,NS5 inhibitors pilot replicate=0.9
CC1(C(=O)O)CCC(C(=O)Nc2ccccc2)C1(C)C (stereo unspecified),1%,-0.6%,0.2%,2%,-15%,0.3%,4.4,85,-4%,-18%,
C/C(=N/NS(=O)(=O)c1ccc(Cl)cc1)c1ccncc1,-35%,-1.0%,-0.1%,0%,-5%,0.2%[50 µM],1.4,46,-4%,4%,
N#CC(Cc1ccccc1)(Cc1ccccc1)C(=O)NN,-4%,1.1%,0.4%,0%,·,1.3%,-0.9,59,15%,13%,
CCOc1ccc(S(=O)(=O)NCc2ccc(Cl)cc2)c2cccnc12,3%,1.9%,-0.2%,6%,2%,7.0%,0.0,38,5%,9%,
CCN(CC)C(=O)Cn1cc(S(=O)(=O)Cc2cccc([N+](=O)[O-])c2)c2ccccc21,0%,-1.1%,-0.1%,0%,2%,-0.1%,-0.3,57,12%,-7%,
CC(=O)Nc1sc(NC(=O)c2ccc([N+](=O)[O-])cc2)nc1-c1cccs1,-29%,-3.7%,-0.3%,-6%,3%,-0.3%,0.6,65,2%,-9%,
CC1CC(C)CN(CCCNC(=O)c2ccc(N3CCCC3=O)cc2)C1 (stereo unspecified),10%,-0.7%,0.3%,13%,-3%,0.5%,2.8,53,12%,20%,
CCC(=O)N1CCN(c2nc3ccccc3s2)CC1,31%,-2.0%,0.3%,4%,-8%,0.5%,-0.2,63,0%,7%,
CCCN1CCC(NC(=O)Cc2ccccc2C)CC1,-5%,1.2%,-0.1%,-2%,-1%,1.4%,0.9,54,1%,3%,
CC(C)CCN(CCC(C)C)CC(O)Cn1c2ccccc2c(=O)c2ccccc21 (stereo unspecified),-5%,-2.5%,0.3%,-3%,7%,0.4%,1.4,54,13%,12%,
CNC(=O)C1CC(=O)N(CCc2ccc(OC)c(OC)c2)C(=Nc2ccc(F)cc2)S1 (stereo unspecified),2%,0.4%,0.0%,-5%,2%,0.3%,0.3,66,5%,12%,
O=C1CC(c2ccc(Br)cc2)NC(c2ccc(Br)cc2)C1c1ccccc1 (stereo unspecified),2%,-1.5%,0.2%,-4%,·,·,2.0,45,10%,-3%,
c1ccc(CSc2nc3ccccc3[nH]2)cc1,11%,-1.0%,0.0%,0%,-6%,0.0%,1.3,55,-4%,9%,
COc1ccc(NC(=O)CC(c2ccccc2)c2ccco2)cc1 (stereo unspecified),25%,3.4%,-0.1%,-2%,-18%,-0.1%,0.9,57,9%,0%,
CCCC(=O)Nc1cc(C)c(NC(=O)c2ccncc2)cn1,-9%,1.8%,-1.0%,2%,3%,-0.8%,0.2,69,-6%,-12%,
C[C@H]1CCC(=O)N([C@H](CC#N)Cc2ccccc2)CC1,7%,-0.7%,-0.1%,-1%,4%,0.4%,1.9,95,9%,-6%,
O=C(C1CC(c2ccc(F)cc2)=NO1)N1CCc2ccccc2C1 (stereo unspecified),2%,-2.0%,0.2%,0%,-11%,2.9%,-2.4,67,-5%,1%,
O=C(Cc1nnc(NC(=O)c2ccccc2)s1)N/N=C/c1cccc(O)c1,20%,0.6%,0.8%,-2%,3%,0.4%,-0.1,66,2%,-9%,

# Compound activity as filed in PubChem BioAssay.
